IMPase cell inh = membrane-permeable compound that blocks inositol monophosphatase; P97697; CHO-M1 cells, IP1 accumulation, HTRF TR-FRET ratio; inhibition (IP1 accumulation), % at 46.1 µM; 120,000 tested, under 10 active; AID 901; active = well fitted curve in the direction sought with a large enough effect in the signal ratio, not every such curve was filed as active; inconclusive = small, poorly fitted or top-dose-only effect, or a change in a side signal; inactive = no such curve, though single readings can be large or run the other way; the % refers to the signal ratio;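 also: cells stimulated with carbachol in lithium chloride buffer; plate controls were DMSO basal wells for no effect and reference inhibitor wells for full effect; higher means more IMPase inhibition seen as more IP1 and lower FRET ratio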
Target sequence (P97697 whole entry, looked up): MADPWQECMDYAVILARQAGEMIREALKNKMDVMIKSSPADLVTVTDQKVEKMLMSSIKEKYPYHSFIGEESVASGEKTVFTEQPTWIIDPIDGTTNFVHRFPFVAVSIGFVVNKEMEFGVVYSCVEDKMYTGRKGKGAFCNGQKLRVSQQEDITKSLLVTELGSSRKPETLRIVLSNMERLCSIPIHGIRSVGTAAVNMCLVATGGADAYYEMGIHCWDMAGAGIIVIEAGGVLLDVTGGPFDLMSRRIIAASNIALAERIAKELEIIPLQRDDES
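CHO-M1 cells (CHO stably expressing M1 receptor), compound up to 46 uM final, stimulated with carbachol (50 uM as added) in buffer with 50mM LiCl, pH 7.4, 30 min at 37C. Cytosolic IP1 read by TR-FRET; AC50 from Hill fits.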
12-hLO inh = blocks human 12-lipoxygenase activity. P18054. actives 0.12% (n = 150,000). purified 12-hLO, xylenol orange hydroperoxide absorbance. AID 1452. Potency, µM (highest dose often 57.1 µM), for inactives: at the highest dose activity change, negative = inhibition, actives largely listed as inhibitors; also: potency is read from the fitted curve at half-maximal effect; nearly all actives have a fitted effect of over 55% in size; many of its hits are not listed in these tables
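Purified human 12hLO (150 nM), preincubated 15 min with compound, then 40 uM arachidonic acid for 30 min, room temperature, Hepes pH 7.0 with 0.01% Triton X-100. Hydroperoxide detected by ferrous iron/xylenol orange; 573/405 nm absorbance ratio gives reaction progress.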
PNC inhibitor = perinucleolar compartment assembly inhibition; activity change (PNC), negative = inhibition, % at 10 µM; actives 3.1% (n = 140,000); AID 2417; PC3M PTB-GFP, PNC prevalence imaging, 16 h; stronger effect = lower value;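 active = readout at or below -70, meaning at least 70% loss of cells showing the perinucleolar compartment, a nuclear body marking cancer cells; inconclusive = readout between -30 and a set limit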;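 also: plate controls were DMSO wells for no effect and camptothecin positive control wells for full effect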
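Read-out is percentage of cells bearing a perinucleolar compartment, from automated 20x imaging of fixed, Hoechst-stained PC3M PTB-GFP cells. Cells were seeded 4 h, then exposed 16 h to compound (23 nl of library stock) in duplicate plates.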
ALOX15B inhib = 15-hLO-2 (ALOX15B) enzyme inhibition | Potency, µM (doses to about 57.1 µM), without a hit: at the top dose activity change, negative = inhibition, usual class: inhibitors | AID 881 | purified 15hLO-2, xylenol orange hydroperoxide absorbance | actives 0.56% (n = 110,000); also: potency is read from the fitted curve at half-maximal effect; nearly all actives have a fitted effect of over 60% in size; many of its hits are not listed in these tables
Target sequence (O15296 whole entry, looked up): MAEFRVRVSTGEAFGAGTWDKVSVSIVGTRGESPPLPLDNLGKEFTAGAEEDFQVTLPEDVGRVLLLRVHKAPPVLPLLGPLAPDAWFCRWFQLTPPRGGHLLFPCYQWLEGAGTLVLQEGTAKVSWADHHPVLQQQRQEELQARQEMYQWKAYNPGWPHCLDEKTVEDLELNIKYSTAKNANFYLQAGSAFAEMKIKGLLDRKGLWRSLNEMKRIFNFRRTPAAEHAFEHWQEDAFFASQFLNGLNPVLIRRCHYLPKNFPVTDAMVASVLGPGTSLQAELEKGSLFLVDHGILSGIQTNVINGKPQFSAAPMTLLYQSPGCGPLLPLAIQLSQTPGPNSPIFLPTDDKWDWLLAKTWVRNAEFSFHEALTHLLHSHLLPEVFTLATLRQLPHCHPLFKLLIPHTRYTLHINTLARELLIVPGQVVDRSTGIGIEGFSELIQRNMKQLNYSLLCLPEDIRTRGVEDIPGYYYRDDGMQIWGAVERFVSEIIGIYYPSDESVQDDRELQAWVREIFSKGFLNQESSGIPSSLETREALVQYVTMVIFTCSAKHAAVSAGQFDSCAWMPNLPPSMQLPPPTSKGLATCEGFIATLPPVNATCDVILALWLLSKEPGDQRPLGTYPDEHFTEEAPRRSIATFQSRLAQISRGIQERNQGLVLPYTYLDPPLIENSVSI
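Purified human 15hLO-2 (50 nM) preincubated 15 min with compound, then 45 uM arachidonic acid for 90 min at RT in 25 mM Hepes pH 7.5, 0.01% Triton X-100. Hydroperoxide detected by Fe-xylenol orange; 573/405 nm absorbance ratio.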
Starred values were filed as active, the others as inactive; ? = inconclusive; . = no result given; & = joins results of further samples; [ ] = another dose, or the depositor's remark. Unless noted, calls follow the shape of the dose curve; as a rule, active = well fitted curve in the direction sought with a large enough effect; inconclusive = small, poorly fitted or top-dose-only effect, or another doubt; inactive = no such curve, though single readings can be large; an effect the other way counts as inactive or inconclusive. Unless noted, % is scaled to controls: 0 for no effect and ±100 for the full control effect. The list is partial, so the mix of outcomes need not match the whole.

SMILES	IMPase cell inh	12-hLO inh	PNC inhibitor	ALOX15B inhib
CCOC(=O)c1c(NC(C)=O)sc2c1CCC(C=O)=C2Sc1ccccc1	10	-11%	33	?
CC(C)Cn1c(/C=C/c2ccccc2)nc2ccccc21	-8	0%	-14	.
Cc1cc(NC(=O)c2cn(C3CCCCC3)c(=O)c3c2c2ccccc2n3C)no1	5	-17%	45	11%
Cc1c(NC(=O)CN2C(=O)NC(C)(c3ccc4c(c3)OCCO4)C2=O)c(=O)n(-c2ccccc2)n1C (stereo not given)	-4	4%	43	.
COCCCNC(=O)/C=C/c1c(Cl)cccc1Cl	.	2%	42	.
O=C(OCC(=O)N1CCCc2ccccc21)c1cccnc1Cl	0	1%	13	.
Cc1cc(C(=O)NNC(=O)CCCCC(=O)NNC(=O)c2cc(C)[nH]n2)n[nH]1	.	-3%	3	.
CCC(C)[C@H](NC(=O)NCc1ccccc1Cl)C(=O)O (stereo not given in full)	-2	-2%	22	4%
O=C(CCC(=O)OCCCC(F)(F)C(F)(F)F)Nc1ccccc1	4	5%	14	8%
COc1ccc(-c2nc(-c3ccccc3)nc(Cl)c2C#N)cc1	-1	-1%	-22	-8%
Cc1cc(NS(=O)(=O)c2ccc(NC(=O)c3ccoc3C)cc2)nc(C)n1	?	3%	18	-4%
CCOC(=O)c1ccc(N2C(=O)CC(N3CCN(Cc4ccccc4)CC3)C2=O)cc1 (stereo not given)	0	5%	5	12%
O=C(NCCCN1CCC(Cc2ccccc2)CC1)C1CCC(=O)N1C1CCCC1 (stereo not given)	4	-5%	19	9%
CC(=O)OC1COC(N2CCc3cc(Br)c([N+](=O)[O-])cc32)C(OC(C)=O)C1OC(C)=O (stereo not given)	13	1%	19	-9%
COc1cccc(N/C(SCc2ccccc2Cl)=C(/C#N)C(=O)NCc2cccs2)c1	.	3%	-125*	.
CCOc1ccccc1NC(=O)Cc1c(F)cccc1Cl	-9	-5%	9	.
COc1ccc(C(=O)Nc2cccc(NC(C)=O)c2)cc1OC	.	0%	-13	.
Cn1c(C(=O)O)cc2cc(F)ccc21	-6	2%	?	-6%
Cc1nn(-c2ccccc2)c2nc(N)c(C#N)c(-c3ccc(F)cc3)c12	-3	4%	16	6%
Cc1cc(OCC(=O)N2CCCCCC2)ccc1[N+](=O)[O-]	.	-1%	?	.
CC(=O)N[C@@H](CSC(=O)[C@]1([C@@H](O)C(C)C)NC(=O)[C@H](C)[C@@H]1O)C(=O)O	.	-1%[0.00818 µM]	.	-4%[0.0915 µM]
CCOC(=O)C1CCN(CCC(=O)Nc2cccc(Cl)c2C)CC1	8	-4%	21	9%
O=C(NCc1cccs1)C(Cc1ccccc1)n1cccc1 (stereo not given)	9	-6%	2	-13%
Clc1ccc2nc(CSc3nc4ccccc4o3)cn2c1	7	-2%	?	32%[activator]
CC1=CS(=O)(=O)CC1Sc1nc2ccccc2[nH]1 (stereo not given)	.	2%	?	.
O=C(N/N=C/c1cccc(O)c1)c1csc2ccccc12	4	-3%	?	0%
O=C(NN=C1CCCCCC1)c1ccc(Br)o1	.	0%	11	.
COc1ccc(NC(=O)CSc2nnc(CNc3ccc(F)cc3)o2)c(OC)c1	5	2%	-3	-7%
Cc1c(C(=O)NCCCN2CCOCC2)sc2nc(-c3ccc(F)cc3)cn12	9	10%	?	.
COc1cc(C2C(C(C)=O)=C(C)Nc3ncnn32)ccc1O (stereo not given)	9	-1%	-16	-8%

Single records, from the list above. Values in the order: IMPase cell inh, 12-hLO inh, PNC inhibitor, ALOX15B inhib
`CC1=CS(=O)(=O)CC1Sc1nc2ccccc2[nH]1` (stereo not given) is listed with ., 2%, ?, .
`COc1ccc(NC(=O)CSc2nnc(CNc3ccc(F)cc3)o2)c(OC)c1` is listed with 5, 2%, -3, -7%
`CC(=O)N[C@@H](CSC(=O)[C@]1([C@@H](O)C(C)C)NC(=O)[C@H](C)[C@@H]1O)C(=O)O` is listed with ., -1%[0.00818 µM], ., -4%[0.0915 µM]
`Cc1cc(OCC(=O)N2CCCCCC2)ccc1[N+](=O)[O-]` is listed with ., -1%, ?, .

Continuation:
SMILES	IMPase cell inh	12-hLO inh	PNC inhibitor	ALOX15B inhib
CN(C)/C(=N\S(=O)(=O)c1ccccc1)c1ccc([N+](=O)[O-])cc1	.	1%	-26	.
O=C(NC(Cc1c[nH]c2ccccc12)C(=O)Nc1ccc(F)c([N+](=O)[O-])c1)c1cccs1 (stereo not given)	15	-9%	-119*	.
CC1=Nn2c(nnc2-c2cc(-c3ccccc3)n[nH]2)SC1	-7	11%	?	.
COc1ccc(-c2nc3cnc(N4CCNCC4)nc3n(CCC#N)c2=O)cc1	.	0%	.	13%
Cn1c(Cn2c(=O)sc3ccccc32)nnc1SCC(=O)NCc1ccco1	-11	1%	6	.
COc1cccc(CNc2ccc(N3CCCCC3)cc2)c1OC	4	-22%	-14	25µM*
COC(=O)N/N=C/c1cc(C)n(-c2cccc3ccccc23)c1C	.	-2%	26	.
CCN(CC)S(=O)(=O)c1ccc(Br)c(OC)c1	8	-2%	29	5%
COc1cc(C(=O)N2CCN(c3cc(Cl)ccc3Cl)CC2)cc(OC)c1OC	5	5%	-88*	.
CC(C)/C=C1\CC/C(=C\c2ccc(N(C)C)cc2)C1=O	-2	0%	-24	.
O=C(NCCCN1CCOCC1)c1ccc(Sc2ccc(F)cc2)c([N+](=O)[O-])c1	.	-3%	16	.
O=C(Oc1c(CN2CCOCC2)cc(Cl)c2cccnc12)c1ccc(F)cc1	12	?	?	4%
COc1ccc(CCNC(=O)c2ccc3nc(-c4ccco4)c(-c4ccco4)nc3c2)cc1OC	?	-24%	18	?
COc1ccc(-c2[nH]c3ccccc3c2SCCNC(=O)c2cc3ccccc3oc2=O)cc1	.	-2%	18	.
O=C(Nc1nnc(-c2ccc3c(c2)CCCC3)o1)c1ccccc1	?	-11%	7	1%
Cc1ccc(C2/C(=C(/O)c3ccc(OC(C)C)cc3)C(=O)C(=O)N2CCN2CCOCC2)cc1 (stereo not given)	-1	-3%	19	-2%
COc1cccc2sc(N(CCCN(C)C)C(=O)c3sc4ccccc4c3Cl)nc12	-26	0%	-9	.
Cc1ccc(SCc2nc(-c3ccccn3)no2)cc1	-7	-2%	-8	-3%
CCN(CC)C(=O)CSc1nc(N)c2c3c(sc2n1)CC(C)CC3 (stereo not given)	0	-1%	20	-3%
CC(O)c1c(OCc2ccccc2)ncnc1OCc1ccccc1 (stereo not given)	4	-7%	20	-7%
COc1ccccc1NC1=C(Cl)C(=O)N(C2CCCCC2)C1=O	-17	-17%	?	?
Cc1ccc(-c2nc(CS(=O)CC(=O)N3CCN(c4ncccn4)CC3)c(C)o2)cc1 (stereo not given)	8	-5%	12	1%
O=C(c1cccs1)N1CCN(Cc2ccccc2[N+](=O)[O-])CC1	.	0%	-21	.
CCOC(=O)NC1C=CS(=O)(=O)C1 (stereo not given)	10	-2%	30	12%
O=C(/C=C/c1ccco1)N/C(=C\c1ccccc1)C(=O)NCCc1nc2ccccc2[nH]1	.	-2%	?	.
O=C(CSc1ccc(-c2nc3ccccc3[nH]2)cn1)Nc1ccc(S(=O)(=O)N2CCCC2)cc1	11	2%	11	.
CCOC(=O)c1c(CSC(=N)N)n(-c2ccc(Br)cc2)c2cc(Br)c(OC(C)=O)cc12	.	-11%	30	.
CS(=O)(=O)N1CCC2(CC1)CN(C(=O)Nc1cccc(C#N)c1)C2	.	4%	.	-10%
CC(C)c1ccc(N2C(=O)[C@@H]3Cc4ccccc4CN3C2=O)cc1	-8	3%	42	3%
CCOC(=O)COc1ccccc1C1Nc2ccccc2C(=O)N1c1cccc(Cl)c1 (stereo not given)	6	-2%	-18	-17%

Overlap with the part before: 2 entries, then new ones.
SMILES	IMPase cell inh	12-hLO inh	PNC inhibitor	ALOX15B inhib
CC(C)c1ccc(N2C(=O)[C@@H]3Cc4ccccc4CN3C2=O)cc1	-8	3%	42	3%
CCOC(=O)COc1ccccc1C1Nc2ccccc2C(=O)N1c1cccc(Cl)c1 (stereo not given)	6	-2%	-18	-17%
O=C(c1ccc2snnc2c1)N1CCN(c2ccccn2)CC1	0	-5%	16	9%
CCn1nc(C(=O)Nc2ccc(S(=O)(=O)Nc3nccs3)cc2)c2ccccc2c1=O	-3	3%	22	-5%
CCOC(=O)c1c(Nc2ccccc2N)cc(C)nc1C	9	3%	-107*	-3%
CCOC(=O)C1=c2/c(=C/c3ccccc3OC)c(N)c(C#N)n2C(=O)C(c2ccccc2OC)S1 (stereo not given)	4	5%	69	-5%
O=C(CCSc1nnc2ccc3ccccc3n12)Nc1ccc(F)cc1	?	-4%	-16	7%
C/C(=N/NS(C)(=O)=O)c1ccc2ccccc2c1	0	1%	-103*	-12%
Cc1c(Cl)cccc1NC(=O)[C@@H](NC(=O)c1ccccc1Cl)C(C)C	.	1%	15	.
CCS(=O)(=O)Nc1ccc(-c2cc(-c3ccccc3)c3cc(C)ccc3n2)cc1	-9	0%	10	.
C=CCN1C(=O)/C(=C\c2ccc(Cl)cc2)N=C1SCC(=O)NC1CCCCC1	4	4%	?	-6%
Cn1c(=O)c2c(nc(Oc3ccc4c(c3)OCO4)n2Cc2ccc(Cl)cc2)n(C)c1=O	-3	-1%	?	-4%
CC(C)n1c(-c2ccc(C(C)(C)C)cc2)n[nH]c1=S	9	-15%	4	-31%
CC(=O)Nc1nonc1NC(=O)c1ccc(C(C)(C)C)cc1	-3	-3%	17	-2%
O=C(NCCCN1CCOCC1)c1ccc(Cl)c(S(=O)(=O)N2CCCCCC2)c1	0	7%	0	21%
Cc1ccc2oc(=O)c3cnn(CC(=O)NCCC(C)C)c3c2c1	-5	-6%	?	0%
C(=N\c1nccs1)/Nc1nccs1	7	4%	72	-15%
Cc1ccc(-c2nc(C3CCCN(S(=O)(=O)c4ccc(C(C)(C)C)cc4)C3)no2)cc1 (stereo not given)	7	-9%	-17	15%
Cc1cc(C(=O)N[C@H](c2ccccc2)[C@@]2(C)C[C@@H]2[C@@H](C)C(=O)Nc2ccc3ccccc3c2)no1	.	-3%&-5%	33	-5%
CCOC(=O)/C(C#N)=C/c1ccc(OC)c(OC)c1	-3	-8%	-10	-5%
Nc1nc(Nc2ccccc2)nc2ccccc12	0	-6%	11	43%[activator]
Cc1n[nH]c(C)c1SCC(=O)Nc1ccc(F)cc1	-2	2%	-100*	.
CCN(C(=O)Cn1c(=O)oc2ccccc21)c1cccc(C(F)(F)F)c1	-1	-15%	25	1%
CCOc1ccc2nc3sc(C(=O)N4CCN(C)CC4)c(N)c3cc2c1	11	-8%	-1	22%
Clc1ccc(Cc2ccccc2)nn1	-2	-8%	20	-8%
O=c1c(-c2ccccc2)coc2cc(O)cc(O)c12	.	11µM*	.	5%
O=C(CSc1nnc(SCC(=O)NCc2ccc3c(c2)OCO3)s1)NCc1ccc2c(c1)OCO2	-6	-17%	?	-7%
Cc1cc(C)nc(N2CCCC(C(=O)NCC(c3ccccc3)c3ccccc3)C2)n1 (stereo not given)	2	0%	-5	.
Cc1nc(N2CCCCC2)c2ccsc2n1	4	-3%	?	-18%
C=CCn1c(C)c(C(C)=O)c(N2CCOCC2)nc1=S	14	-2%	1	-2%
COc1cc(C(CCN2CCOCC2)c2c(OC)cc(OC)c3ccc(=O)oc23)cc(OC)c1OC (stereo not given)	.	2%[0.00818 µM]	.	38%[activator][0.0915 µM]
Cc1cccc(COC[C@H](Cc2ccccc2)N2CCN(C(=O)c3cccc(C)c3)CCC2=O)c1	.	-2%[0.00818 µM]	.	5%[0.0915 µM]
CC(C)CCNC(=O)CCCOc1ccccc1	5	7%	17	4%
COCCCNC(=O)Cn1nnc(-c2ccc(NC(=O)c3ccccc3F)cc2)n1	-7	4%	249	.
Cc1nc2nc(C)n(-c3ccccc3)c2s1	3	-10%	-9	-7%
COc1cccc(OC)c1C(=O)Nc1ccc2c3c(cccc13)CC2	-6	-3%	56	-2%

Screens deposited in PubChem BioAssay by National Center for Advancing Translational Sciences (NCATS).
